# Compound activity (PubChem BioAssay)
# Arrestin-AP2 inh = human beta-arrestin and AP2 interaction inhibition; FITC-arrestin peptide / GST-AP2 beads, flow cytometry; AP2 beta2 appendage carries R879A mutation; inhibition, % at 10 µM; hit rate 0.31% among 340,000; AID 504490;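 active means inhibition above a set limit, near 3 SD of compounds lacking own fluorescence, cut at about 54% in these data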;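 further: plate controls were DMSO wells for no effect and 5 µM unlabelled arrestin peptide for full effect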
#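 test system = AP2 appendage R879A on GSH beads | buffer or medium = PBS plus Tween 20 (0.05%) and BSA (0.1%) | incubation = 12 min plus 1 h, RT | detection = bead flow cytometry, FITC channel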
# Pemphigus Ab inh = inhibitors of pemphigus antibody binding to human desmoglein-3; binding (percent of control), % at 10 µM; P32926; hit rate 0.48% among 310,000; DSG3-coupled beads, scFv-anti-DSG3-GFP binding, flow cytometry; hits give low values;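 active means binding more than 3 SD below its plate's average and above zero; inconclusive means below that plate limit but binding exactly zero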;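 further: hits lower antibody fragment binding to DSG3; some compounds called inactive have numbers as strong as hits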
# Cardiac RTF inh = cardiac RTF calcium desensitization. hit rate 0.12% among 340,000. IANBD-labeled cardiac RTF, Ca2+ fluorescence. inhibition, % at 7.15 µM;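 active means inhibition above the mean inhibition of all tested compounds plus 3 SD, cut at about 17% in these data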;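 further: assay run at fixed EC70 calcium of 1.6 mM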
# MOR-DOR inv ag = mu-delta opioid heterodimer inverse agonism | cell-based MOR-DOR heterodimer luminescence | inhibition, % at 9.3 µM | hit rate 0.21% among 340,000; in the data active means inhibition above about 22%, passing the limit was not always enough;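 further: 0% = cells with DMSO and 100% = wells without cells with DMSO; values of inactives mirror those of a sister screen read the other way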
# Target sequence (P35372 whole entry, looked up): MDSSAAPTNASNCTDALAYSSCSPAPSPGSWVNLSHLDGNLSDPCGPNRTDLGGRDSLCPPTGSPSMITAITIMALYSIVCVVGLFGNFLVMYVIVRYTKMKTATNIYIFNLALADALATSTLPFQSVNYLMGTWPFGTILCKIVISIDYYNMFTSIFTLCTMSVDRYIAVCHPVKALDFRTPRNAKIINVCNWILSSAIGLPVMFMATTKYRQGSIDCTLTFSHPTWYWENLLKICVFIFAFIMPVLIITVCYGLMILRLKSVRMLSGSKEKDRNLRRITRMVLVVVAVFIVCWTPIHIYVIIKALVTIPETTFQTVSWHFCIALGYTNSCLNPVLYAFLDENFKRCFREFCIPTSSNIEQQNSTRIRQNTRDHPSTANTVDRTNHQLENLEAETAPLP
# Target sequence (P41143 whole entry, looked up): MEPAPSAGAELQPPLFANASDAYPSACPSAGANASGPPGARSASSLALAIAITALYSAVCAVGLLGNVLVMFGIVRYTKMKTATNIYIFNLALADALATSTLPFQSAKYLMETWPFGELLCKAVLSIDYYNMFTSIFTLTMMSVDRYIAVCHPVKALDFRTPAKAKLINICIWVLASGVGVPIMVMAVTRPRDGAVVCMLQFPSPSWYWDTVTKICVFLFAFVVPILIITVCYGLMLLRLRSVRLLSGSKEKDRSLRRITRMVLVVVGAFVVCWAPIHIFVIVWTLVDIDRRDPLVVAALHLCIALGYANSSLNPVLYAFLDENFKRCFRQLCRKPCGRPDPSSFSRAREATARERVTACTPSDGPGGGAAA
# RTF Ca sens act = cardiac RTF calcium sensitization; P19429+P45379; IANBD-labeled TnC RTF fluorescence at EC20 calcium; 0% EC20 calcium, 100% full calcium; activation, % at 7.2 µM; hit rate 0.24% among 340,000; AID 493008;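 active means activation above the mean over all tested compounds plus 3 SD, cut at about 30% in these data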;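 further: rise in fluorescence read as greater calcium sensitivity of cardiac thin filaments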
# MOR-DOR ag = OPRM1-OPRD1 heterodimerization agonism. P35372+P41143. cells, luminescence. activation, % at 9.3 µM. hit rate 0.3% among 340,000. AID 504326; in the data active means activation above about 18%;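 further: 0% = vehicle-treated cells and 100% = reference agonist; values of inactives mirror those of a sister screen read the other way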
# V-ATPase pH = alters yeast V-ATPase proton transport. S. cerevisiae, pHLuorin cytosolic pH fluorescence. response, % at 10 µM. hit rate 0.37% among 350,000. AID 504577; in the data active means response mostly above about 7.3%, no sharp cut-off; inactive means mostly below about 5.4%; further: actives read high; inactives centre near 0; some compounds called inactive have numbers as strong as hits; reference of the scale not given here
# C-LANA FP = blocks KSHV LANA C-terminal domain binding to DNA; MBP-C-LANA/FAM-LBS DNA binding, fluorescence polarization; inhibition, % at 9 µM; hit rate 0.078% among 340,000; AID 504423;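 active means highest replicate inhibition at or above 60% at 9 µM, even if other replicates fall short; inactive means all replicates below 60% inhibition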;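 further: 0% = neutral control wells and 100% = 4 µM acridine orange control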
# Keap1 Nrf2 FP = disrupts human Keap1 binding to Nrf2 peptide | inhibition, % at 9.4 µM | Q14145 | hit rate 0.15% among 340,000 | Keap1 Kelch-Nrf2 peptide fluorescence polarization, 1536-well; in the data active means inhibition above about 12%; inconclusive means no clear call, values can overlap the other calls; inactive means below about 7.3%;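 further: human Keap1 Kelch domain with fluorescein labeled Nrf2 9mer peptide probe; 0% = neutral control wells and 100% = peptide positive control; higher means more block of Keap1 binding to Nrf2 peptide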
# Wnt bcat act = Wnt/beta-catenin pathway activation. Wnt/beta-catenin reporter cell assay, activator, plate reader. activation, % at 9.35 µM. hit rate 1.2% among 300,000. AID 743398; in the data active means activation above about 30%, passing the limit was not always enough; inconclusive means no clear call, values can overlap the other calls;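 further: 0% = neutral control wells and 100% = positive control wells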
# * hit, by the source's call; ? = inconclusive; / = no result given.
SMILES,Arrestin-AP2 inh,Pemphigus Ab inh,Cardiac RTF inh,MOR-DOR inv ag,RTF Ca sens act,MOR-DOR ag,V-ATPase pH,C-LANA FP,Keap1 Nrf2 FP,Wnt bcat act
CCCc1c(C)[nH]c2nc3ccccc3n2c1=O,50,100,1,9,-2,-1.9,-2,-2.5,3,5
COc1ccc2cc(-c3cc(C(=O)OCC(=O)Nc4c(C)n(C)n(-c5ccccc5)c4=O)c4ccccc4n3)ccc2c1,18,85,3,13,10,-2.9,-3,0.7,-7,/
CC(C)(C)NC(=O)c1cccc(NC(=O)c2cccc(O)c2)c1,36,88,3,1,0,-0.2,-5,0.3,2,?
O=C(C[n+]1ccccc1)Nc1ccccc1C(=O)O,4,99,-7,14,7,-2.9,-2,-0.4,-6,-2
COc1ccc(NC(=O)/C(=C/c2ccc3c(c2)OCO3)NC(C)=O)cc1,-11,83,-16,20,-5,-3.0,3,1.1,-2,-1
CCN(CC)S(=O)(=O)c1ccc(OC(C)C)c(NC(=O)c2c3c(nc4ccccc24)CCN(Cc2ccccc2)C3)c1,13,128,-1,6,-13,-1.2,-1,-0.9,-11,-7
O=C(NCc1ccccc1)c1ccccc1OCC(=O)N1CCCCC1,0,105,-7,3,6,-0.6,3,-2.9,-1,-2
CC(C)Cn1c(N)c(C(=O)COC(=O)c2ccc(O)cc2O)c(=O)n(C)c1=O,-6,99,-6,11,0,-1.7,-2,-0.7,0,-4
CC(C)c1nc(Cl)c(C#N)c2c1COC(C)(C)C2,29,106,-3,12,4,-2.3,-5,-32,1,-2
NC(=O)NC1(C(=O)O)CCCC1,-8,130,-3,13,0,-2.7,-1,0.8,-3,-2
C/C(=N\NC(=O)COc1ccccc1-c1ccccc1)c1ccc(O)cc1O,-6,99,-2,-62,-5,12,-2,0.5,0,-7
CCOCCn1c(CN2CCN(CCO)CC2)nc2c1c(=O)n(C)c(=O)n2C,-4,93,2,4,-4,-0.7,0,-0.3,0,-2
CCCCNC(=O)c1onc(CSc2ccncc2)c1C(=O)NCCCC,2,103,2,-35,0,5.8,5,-1.0,-4,-3
Cc1cccc(N(CC(=O)NC2CCCCC2)C(=O)Cn2nnc(-c3ccc(C)o3)n2)c1,23,81,-2,10,5,-2.2,3,0.3,0,-2
CC(=O)c1c(C)n(CCO)c2ccc(O)cc12,-4,106,-6,3,-1,-0.6,2,0.6,-2,-2
C#CCOCCOCCOCCNc1nc(N2CCN(C(=O)[C@H]([C@@H](C)CC)n3cc(CCCN=C(N)N)nn3)CC2)nc(N2CCN(C(=O)[C@H]([C@@H](C)CC)n3cc(CCC(=O)O)nn3)CC2)n1,-3,101,1,13,-1,-2.4,7,1.7,-7,-4
O=C(CSc1ncn[nH]1)NC1CCCc2ccccc21 (centres undefined),-14,98,-7,14,-3,-2.4,2,0.5,5,-2
O=C(CN1C(=O)c2ccccc2S1(=O)=O)NCCc1ccc(F)cc1,-7,104,-11,11,1,-2.8,2,-0.1,4,5
CC(C)(C)OC(=O)N[C@@H](C(=O)OC(C)(C)C)c1ccc(C(F)(F)F)cc1,5,100,-1,12,-8,-2.0,-4,-0.9,-3,1
O=C(Cn1cncn1)NCc1cccc2ccccc12,7,100,-10,18,4,-3.4,-3,0.6,4,-5

# In the list so far, 2 have fluorine.
SMILES,Arrestin-AP2 inh,Pemphigus Ab inh,Cardiac RTF inh,MOR-DOR inv ag,RTF Ca sens act,MOR-DOR ag,V-ATPase pH,C-LANA FP,Keap1 Nrf2 FP,Wnt bcat act
O=C(CN1C(=O)c2ccccc2S1(=O)=O)NCCc1ccc(F)cc1,-7,104,-11,11,1,-2.8,2,-0.1,4,5
CC(C)(C)OC(=O)N[C@@H](C(=O)OC(C)(C)C)c1ccc(C(F)(F)F)cc1,5,100,-1,12,-8,-2.0,-4,-0.9,-3,1

# The list continues.
SMILES,Arrestin-AP2 inh,Pemphigus Ab inh,Cardiac RTF inh,MOR-DOR inv ag,RTF Ca sens act,MOR-DOR ag,V-ATPase pH,C-LANA FP,Keap1 Nrf2 FP,Wnt bcat act
CCOc1cc2[nH]c(=S)n(Cc3ccc(C(=O)NCCCN4CCOCC4)cc3)c(=O)c2cc1OCC,27,99,-7,7,-2,-1.4,2,-0.8,-2,2
O=C(NNC(=O)c1ccncc1)Nc1cccc(C(F)(F)F)c1,-11,105,-6,3,4,-0.5,-3,0.6,-10,-2
Cn1c(=O)n(CCOc2ccc(Cl)cc2Cl)c2ccccc21,8,84,2,-51,-3,8.6,0,-1.6,0,/
COC(=O)[C@H](CO)N1C(=O)[C@@H]2[C@H](C1=O)C1C=C[C@H]2C1,33,100,-5,11,-4,-2.3,-2,1.0,-1,-1
O=C1CNC(=O)N1c1ccc(Cl)cc1,-9,102,-3,14,0,-3.2,0,0.4,1,0
CCOc1ccc(OCc2ccc(C(=O)NC(C)(C)C)o2)cc1,-15,97,-2,8,4,-1.6,3,-0.4,-2,0
O=C(c1ccc(F)cc1)N1CCC(c2ccccc2)C1 (centres undefined),9,/,-1,2,-4,-0.4,3,0.6,-5,34*
COc1cc(/C=N/NC(=O)c2ccncc2)ccc1OCC(=O)Nc1ccccc1,8,/,-31,-25,1,3.3,-8,0.3,-2,17
Cc1nn(CC(=O)Nc2ccc(Br)cc2F)c(=O)c2cccn12,-1,96,-5,12,1,-2.2,0,0.5,-6,-1
CN(c1ccccc1)S(=O)(=O)c1cccc(Cl)c1Cl,8,101,8,-6,-4,1.1,1,-0.7,-3,-4
CCc1nnc(NC(=O)c2nn(-c3ccccc3)nc2C)s1,-5,112,-6,5,1,-1.0,-2,-2.2,-4,3
OCCC#Cc1ccc(CN2CCN(Cc3ccsc3)C(CCO)C2)cc1 (centres undefined),50,100,5,8,2,-1.5,-1,-0.8,0,-1
COc1ccc(NC(=O)C2CCCN(S(=O)(=O)c3ccc4c(c3)CCCN4C(C)=O)C2)cc1 (centres undefined),7,/,-1,-10,0,1.8,-4,-1.1,-3,-1
COC(CNC(=O)C(C)n1nc(C)c2ccccc21)OC (centres undefined),4,88,-1,10,3,-2.1,2,1.1,-2,0
COC(=O)c1ccc(OC(=O)c2ccncc2)cc1O,24,94,-3,10,-2,-2.2,2,0.6,-2,0
Clc1ccc2c(c1)Nc1ccccc1CC2,31,101,6,-12,2,2.3,-4,-17,-2,4
O=C(OCc1nc2ccc(Cl)cc2n1CCO)c1ccccc1,32,105,8,7,1,-1.3,-2,2.1,2,/
O=c1c2ccccc2nc(/C=C/c2ccc([N+](=O)[O-])o2)n1CCCO,2,99,-9,-7,9,1.3,1,-1.9,-6,/
C=CCn1c(CSc2ccccc2[N+](=O)[O-])n[nH]c1=S,18,95,-2,7,-2,-1.2,2,0.2,-2,-1
C[C@@H]1CCCCCCCCC(=O)OCCN(C(=O)OC(C)(C)C)[C@H](C)CCCCCCCCC(=O)OCCN1C(=O)OC(C)(C)C,-6,98,0,9,7,-1.5,2,-1.3,-3,1

# Profiles from above.
# Results for COC(=O)[C@H](CO)N1C(=O)[C@@H]2[C@H](C1=O)C1C=C[C@H]2C1 = Arrestin-AP2 inh: 33; Pemphigus Ab inh: 100; Cardiac RTF inh: -5; MOR-DOR inv ag: 11; RTF Ca sens act: -4; MOR-DOR ag: -2.3; V-ATPase pH: -2; C-LANA FP: 1.0; Keap1 Nrf2 FP: -1; Wnt bcat act: -1
# Results for OCCC#Cc1ccc(CN2CCN(Cc3ccsc3)C(CCO)C2)cc1 (centres undefined) = Arrestin-AP2 inh: 50; Pemphigus Ab inh: 100; Cardiac RTF inh: 5; MOR-DOR inv ag: 8; RTF Ca sens act: 2; MOR-DOR ag: -1.5; V-ATPase pH: -1; C-LANA FP: -0.8; Keap1 Nrf2 FP: 0; Wnt bcat act: -1

# Later entries:
SMILES,Arrestin-AP2 inh,Pemphigus Ab inh,Cardiac RTF inh,MOR-DOR inv ag,RTF Ca sens act,MOR-DOR ag,V-ATPase pH,C-LANA FP,Keap1 Nrf2 FP,Wnt bcat act
CCOC(=O)/C=c1\s/c(=C\c2ccc(-c3ccccc3)cc2)c(=O)n1CC(=O)NCc1ccc2c(c1)OCO2,-3,113,-2,-7,7,1.3,-36,0.0,-5,2
CN(c1ccccc1C(=O)N1CCc2ccccc2C1)S(C)(=O)=O,14,99,-5,3,0,-0.7,-5,0.0,-4,/
Cc1ccc(Sc2ccc(NC(=O)CCN3C(=O)NC4(CCCC4)C3=O)cc2)c(C)c1,-9,89,2,-6,-2,1.3,0,0.8,2,-2
CCOC(=O)c1c(NC(=O)CSC(=S)N2CCOCC2)sc(C)c1C,-7,91,10,-61,-1,12,2,-0.7,-3,-2
S=c1[nH]nc(-c2cccnc2)n1/N=C/C(Cl)=C\c1ccccc1,-6,98,-6,1,-3,-0.2,-2,2.2,-4,-3
COc1ccccc1NC(=S)N1CCC(NC(=O)C23CC4CC(CC(C4)C2)C3)CC1,12,100,-1,7,4,-1.4,-3,0.4,1,-2
O=C(Cc1ccccc1)Nc1ccc(N2CCCC2)cc1,17,93,5,0,-5,0.1,0,-1.3,1,-3
Cc1csc(Sc2ccc(C(=O)OCC(=O)Nc3ccc(OC(F)(F)F)cc3)cc2[N+](=O)[O-])n1,-4,102,3,-24,4,4.5,1,0.6,0,-4
CC(C)c1ccc(NC(=O)C2CCN(S(=O)(=O)c3ccc4c(c3)C(C)(C)C(=O)N4C)CC2)cc1,-4,105,0,14,-6,-2.7,-1,0.1,3,-1
c1ccc(CN2CCC(Nc3nc(-c4ccccc4)nc4ccccc34)CC2)cc1,-17,105,-13,/,-3,/,1,-1.3,-2,/
O=C(NNC(=O)C12CC3CC(CC(C3)C1)C2)c1ccccc1F,-8,98,-9,10,-9,-1.6,0,1.4,-1,-3
Cc1cccc(Nc2ccccc2C(=O)OCC(=O)N2CCOCC2)c1C,25,107,-11,4,2,-0.8,4,-0.1,-1,-5
CCOC(=O)c1sc2ncnc(Nc3cccc(C(=O)O)c3)c2c1C,-12,105,-2,5,-5,-1.0,2,-1.3,-2,5
COc1cccc(/C=N/NC(=O)c2ccc3nc[nH]c3c2)c1O,-6,98,7,2,-5,-0.3,5,-1.9,-1,1
O=C(Nc1ccccc1)Nc1c(F)cccc1F,15,103,0,9,-1,-1.7,-1,-1.0,-4,3
COc1ccc(CCN2CC(C(=O)N(C)Cc3cccnc3)CC2=O)cc1OC (centres undefined),-12,109,-5,10,2,-2.7,1,-1.1,-7,-1
CCCC(C)NC(=O)C1CCN(S(=O)(=O)c2ccccc2)CC1 (centres undefined),9,93,1,14,-3,-2.5,-4,2.0,-6,-2

# Looked up above:
# `CCCCNC(=O)c1onc(CSc2ccncc2)c1C(=O)NCCCC` in Arrestin-AP2 inh is listed with 2
# `CCN(CC)S(=O)(=O)c1ccc(OC(C)C)c(NC(=O)c2c3c(nc4ccccc24)CCN(Cc2ccccc2)C3)c1` in Wnt bcat act is listed with -7
